# Mcl-1 Bim block = inhibitors of Bim peptide binding to Mcl-1, primary screen, biochemical, bead-based flow cytometry, multiplex; inhibition, % at 10 µM; AID 1009, 2008; Bim peptide-Mcl-1 binding; Induced myeloid leukemia cell differentiation protein Mcl-1 (Homo sapiens), Q07820; hit rate 0.1% among 190,000;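 note: 0% = no compound tracer wells and 100% = peptide blocker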
# RGS7-Gao = RGS7-Galphao binding modulators, primary screen, biochemical, multiplexed bead flow cytometry; Guanine nucleotide-binding protein G(o) subunit alpha (Homo sapiens), P09471; actives lie on both sides; binding response (% of control), % at 10 µM; hit rate 0.35% among 220,000; AID 1439, 2008; in the data active = binding response below about 49% or above about 150%; inconclusive = no clear call, values can overlap the other calls; inactive = in between;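 note: fluorescent Galphao held in activated GDP-AlF4 state binding bead-coupled RGS7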
# Target sequence (P09471 whole entry, looked up): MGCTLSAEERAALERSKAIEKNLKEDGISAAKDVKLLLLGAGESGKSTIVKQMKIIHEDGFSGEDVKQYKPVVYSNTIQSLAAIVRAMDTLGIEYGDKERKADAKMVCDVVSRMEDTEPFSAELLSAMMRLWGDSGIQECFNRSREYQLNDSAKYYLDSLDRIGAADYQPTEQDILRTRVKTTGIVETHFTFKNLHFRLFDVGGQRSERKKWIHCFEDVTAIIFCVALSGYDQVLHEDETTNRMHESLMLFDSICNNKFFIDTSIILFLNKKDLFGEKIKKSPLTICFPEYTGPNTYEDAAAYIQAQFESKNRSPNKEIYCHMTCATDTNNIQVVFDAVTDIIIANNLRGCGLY
# GSH bead fluor = compound fluorescence on glutathione beads, profiling panel, artefact control, biophysical, 488/530 nm, flow cytometry; GSH beads flow cytometry, compound fluorescence 488/530 nm; hits give high values; fluorescence (KMESF) at 10 µM; hit rate 0.25% among 190,000; AID 1776, 2009; in the data active = fluorescence above about 89;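 note: glutathione beads carrying GST-tagged Bcl family fusion proteins plus one bare bead set; values are compound well signal with DMSO vehicle wells as background; inactives centre near 16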
# Bim-Bcl-2 = inhibitors of Bim-Bcl-2 binding, primary screen, biochemical, multiplexed, human Bcl-2 family. Apoptosis regulator Bcl-2 (Homo sapiens), P10415. Bead-based flow cytometry, Bim peptide-Bcl-2 binding. inhibition, % at 10 µM. hit rate 0.06% among 190,000; in the data active = inhibition above about 40%; inconclusive = no clear call, values can overlap the other calls;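 note: 0% = no compound wells with probe peptide and 100% = reference peptide inhibitor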
# Target sequence (P10415 whole entry, looked up): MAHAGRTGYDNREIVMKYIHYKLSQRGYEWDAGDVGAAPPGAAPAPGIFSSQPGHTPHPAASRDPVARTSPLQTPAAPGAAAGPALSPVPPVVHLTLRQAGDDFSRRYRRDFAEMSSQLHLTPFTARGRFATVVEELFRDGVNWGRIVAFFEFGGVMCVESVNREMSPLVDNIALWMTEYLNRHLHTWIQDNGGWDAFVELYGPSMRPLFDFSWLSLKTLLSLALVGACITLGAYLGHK
# Mcl1-Bid inh = Mcl-1/Bid binding inhibitors, primary screen, biochemical, TR-FRET, 1536-well; Induced myeloid leukemia cell differentiation protein Mcl-1 (Homo sapiens), Q07820; hit rate 0.97% among 220,000; inhibition, % at 21.7 µM; TR-FRET Mcl-1/Bid-Dy647 peptide binding;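 active = compounds that cut the binding signal by more than half at the single screening dose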;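 note: His-tagged Mcl-1 with europium anti-His antibody binding Bid BH3 peptide; 0% = Mcl-1 plus peptide wells and 100% = peptide-only wells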
# Bim-Bfl-1 = inhibitors of Bim binding to Bfl-1, primary screen, biochemical, multiplexed, bead-based flow cytometry. Bcl-2-related protein A1 (Homo sapiens), Q16548. Bim-Bfl-1 binding inhibition. inhibition, % at 10 µM. hit rate 0.12% among 190,000;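 note: 0% = wells without compound plus tracer and 100% = blocker peptide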
# RGS4-Gao reg = modulators of RGS4 binding to Galphao, primary screen, biochemical, multiplexed bead flow cytometry; Guanine nucleotide-binding protein G(o) subunit alpha (Homo sapiens), P09471; actives lie on both sides; binding response (% of control), % at 10 µM; hit rate 0.33% among 220,000; AID 1415, 2008; in the data active = binding response below about 49% or above about 150%; inactive = in between;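 note: fluorescent Galphao activated with aluminum fluoride binding bead-coupled RGS4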
# Bim-Bcl-W = inhibitors of Bim binding to Bcl-W, primary screen, biochemical, multiplexed, bead-based flow cytometry; Bcl-2-like protein 2 (Homo sapiens), Q92843; Bim peptide-Bcl-W binding; inhibition, % at 10 µM; hit rate 0.02% among 190,000;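 note: 0% = bound tracer without compound and 100% = peptide blocker; higher means less fluorescent Bim peptide bound to Bcl-W beads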
# Target sequence (Q92843 whole entry, looked up): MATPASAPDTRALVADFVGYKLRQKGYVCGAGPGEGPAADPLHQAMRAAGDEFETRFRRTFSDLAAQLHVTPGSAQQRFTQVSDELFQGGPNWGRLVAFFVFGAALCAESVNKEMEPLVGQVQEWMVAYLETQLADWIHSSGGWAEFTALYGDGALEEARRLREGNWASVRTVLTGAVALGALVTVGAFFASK
# RGS8-Gao reg = RGS8-Galphao binding modulators, primary screen, biochemical, multiplexed bead flow cytometry; Guanine nucleotide-binding protein G(o) subunit alpha (Homo sapiens), P09471; hit rate 0.34% among 220,000; AID 1423, 2008; actives lie on both sides; response (percent of control binding), % at 10 µM; in the data active = response below about 60% or above about 140%; inactive = in between;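 note: Galphao activated as the GDP aluminium fluoride complex binding bead-coupled RGS8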
# Bcl-B Bim block = inhibitors of Bim-Bcl-B binding, primary screen, biochemical, multiplexed, human Bcl-2 family. Bcl-2-like protein 10 (Homo sapiens), Q9HD36. bead-based flow cytometry, Bim peptide-Bcl-B binding. inhibition, % at 10 µM. hit rate 0.073% among 190,000. AID 951, 2007;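 note: 0% = tracer peptide without compound and 100% = reference inhibitor peptide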
# Bcl-XL Bim block = inhibitors of Bim-Bcl-XL binding, primary screen, biochemical, multiplexed, bead flow cytometry, human Bcl-XL; hit rate 0.04% among 190,000; Bim peptide-Bcl-XL binding, fluorescence; Bcl-2-like protein 1 (Homo sapiens), Q07817; AID 1007, 2008; inhibition, % at 10 µM
# Target sequence (Q07817 whole entry, looked up): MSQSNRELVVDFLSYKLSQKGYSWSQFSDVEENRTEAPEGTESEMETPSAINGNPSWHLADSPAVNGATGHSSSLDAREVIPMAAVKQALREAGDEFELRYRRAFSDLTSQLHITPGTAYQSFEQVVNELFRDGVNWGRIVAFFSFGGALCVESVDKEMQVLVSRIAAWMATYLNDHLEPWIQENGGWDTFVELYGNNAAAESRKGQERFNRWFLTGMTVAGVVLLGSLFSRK
# An asterisk follows results filed as active; ? = inconclusive. Cut-off read from the data, not from the text of the source, unless noted: active = inhibition above about 40%.
SMILES,Mcl-1 Bim block,RGS7-Gao,GSH bead fluor,Bim-Bcl-2,Mcl1-Bid inh,Bim-Bfl-1,RGS4-Gao reg,Bim-Bcl-W,RGS8-Gao reg,Bcl-B Bim block,Bcl-XL Bim block
CCOC(=O)C(NS(=O)(=O)c1ccc(Br)cc1)C(C)C (stereo not drawn),-2,99,23,-13,-6,-19,97,0,101,-7,-5
CC(C)OP(=O)(c1ccccc1)c1ccccc1,-9,94,16,-1,-14,-1,101,-8,101,-5,-10
Cc1ccc(NC(=S)NC(=O)c2ccc(F)cc2)cc1S(=O)(=O)Nc1ccccc1Cl,-1,96,8,0,-4,0,101,-1,88,-15,-2
CC(=O)Cc1nsc(NC(=O)C2Cc3ccccc3C(=O)O2)n1 (stereo not drawn),1,100,15,-2,-9,-7,97,1,98,-5,0
O=C(CSc1nnnn1C1CCCCC1)N1CCCC1,0,92,51,-1,-8,-3,94,0,98,1,-3
CC(=O)CSc1nc2ccccc2s1,-2,93,19,-3,-28,0,94,-8,94,-11,-2
Cc1cc2[nH]c3c(c[n+](C)c4ccccc34)c2cc1C,20,123,7,5,-42,8,116,21,113,13,18
Cc1cc(NC(=O)Nc2cccs2)no1,-1,91,6,0,-15,-1,88,-2,88,-5,-3
O=C(COC(=O)C12CC3CC(CC(O)(C3)C1)C2)NCCc1ccc(Cl)cc1,-5,83,12,-3,5,-6,89,0,93,-4,-5
COc1ccc(S(=O)(=O)N2CCCC(C(=O)O)C2)cc1Cl (stereo not drawn),-3,97,17,-4,7,0,101,-1,98,-1,0
CCOC(=O)N1CCN(C(=O)c2oc3ccc(S(=O)(=O)N4CCCCCC4)cc3c2C)CC1,-4,98,29,-12,24,-15,101,-1,101,-10,-8
COC(=O)CCCCC1SCC2NC(=O)NC21 (stereo not drawn),0,105,10,0,-12,-6,105,0,111,-2,0
COc1cc(NC(=O)COc2ccccc2)c(OC)cc1NC(C)=O,0,99,14,-1,95*,-3,101,-1,100,0,-2
COCC(=O)Nc1ccc(Br)c(C)c1,1,?,15,0,-18,-5,104,0,101,0,0
CCOC(=O)N/N=C/c1c(F)cccc1F,-4,101,11,-2,-8,-2,99,-3,99,-6,-2
Cc1ccc(C)[n+](CC(=O)N2CCCCC2)c1,-3,101,24,-3,-23,-8,100,-2,101,-5,-8
O=C(COc1ccc(Cl)cc1Cl)NCC(=O)N/N=C/c1c[nH]c2ccccc12,-5,102,10,-5,21,-14,103,-3,102,-7,-5
CCCOc1cccc(C(=O)Nc2cccc(NC(=O)c3ccco3)c2)c1,1,99,19,-2,4,-9,98,1,100,-4,-1
CCNC(=O)NC(=O)CSc1nc2ccccc2n1CCOC,-2,101,17,0,-15,1,100,1,103,1,0
CC12CC3CC(C)(C1)CC(C(=O)NC(=S)N1CCOCC1)(C3)C2,0,96,9,-3,-20,-2,97,-2,98,-13,-2
COc1cc(S(=O)(=O)NCc2ccc3c(c2)OCO3)ccc1Cl,0,99,11,0,6,-2,97,-1,100,-1,-1
O=C1C(=C(O)c2ccccc2)C(=O)c2ccccc21,1,93,6,-4,-3,-5,98,3,96,-3,0
Cc1nc(NC(=O)c2cccc(Cl)c2)sc1C(=O)N1CCCCC1,-3,91,11,-4,13,0,91,-2,100,-2,0
CCC(=O)Nc1nc(N)n(-c2ccccc2)n1,-6,100,6,0,-4,0,100,-3,94,3,-6
Clc1ccc(Cn2cc(/C=N/n3cnnc3)c3ccccc32)cc1,0,103,10,-1,-16,0,101,0,100,0,-2
CC(=O)Nc1nc(C)nc(-c2ccccc2)c1C(C)=O,-5,95,30,-11,10,-18,99,-2,101,-13,-5
CN(C)c1ccc(/C=N/NC(=O)C(O)c2ccc(Br)cc2)cc1 (stereo not drawn),0,101,18,0,-38,-1,97,2,101,-2,0
O=C(CCN1C(=O)C2CC=C(Cl)CC2C1=O)NC1CCCCC1 (stereo not drawn),-4,98,35,-7,-17,-18,98,1,98,-7,-10
CCOC(=O)/C=C/S(=O)(=O)c1ccc(NC(C)=O)cc1,-5,101,23,-7,-18,-29,98,-3,94,-7,-7
C/C(=N\NC(=O)c1ccc(Cl)cc1)c1ccc(N2CCOCC2)cc1,-2,102,10,1,-2,0,102,-3,102,-3,-3
O=c1c2cc(NC(=S)NC3CC3)ccc2nc2n1CCCCC2,-1,?,16,-5,-33,-3,103,-5,101,-5,-3
NCC(=O)Nc1ccc(Br)cc1,0,94,20,-5,-36,-3,96,-7,100,-5,-4
CCN(CC)S(=O)(=O)c1cc(Cl)ccc1OC,-2,101,14,0,-15,-4,103,-1,100,-5,0
COCCNC(=O)NC(=O)CSc1nc(C)c(C)c(C)n1,0,103,11,2,-7,0,102,-3,103,-27,-4
C=C(C)Cn1c(SCC(=O)NCc2ccco2)nc2sc3c(c2c1=O)CCC3,0,98,30,-2,-22,5,97,0,93,-1,-2
CCOC(=O)C1CCN(c2c(N3CCCCCC3)c(=O)c2=O)CC1,0,99,25,-6,19,-5,103,1,105,-5,0

# Random excerpt: four entries already listed
SMILES,Mcl-1 Bim block,RGS7-Gao,GSH bead fluor,Bim-Bcl-2,Mcl1-Bid inh,Bim-Bfl-1,RGS4-Gao reg,Bim-Bcl-W,RGS8-Gao reg,Bcl-B Bim block,Bcl-XL Bim block
CCOC(=O)C1CCN(c2c(N3CCCCCC3)c(=O)c2=O)CC1,0,99,25,-6,19,-5,103,1,105,-5,0
C/C(=N\NC(=O)c1ccc(Cl)cc1)c1ccc(N2CCOCC2)cc1,-2,102,10,1,-2,0,102,-3,102,-3,-3
C=C(C)Cn1c(SCC(=O)NCc2ccco2)nc2sc3c(c2c1=O)CCC3,0,98,30,-2,-22,5,97,0,93,-1,-2
CCN(CC)S(=O)(=O)c1cc(Cl)ccc1OC,-2,101,14,0,-15,-4,103,-1,100,-5,0

# Further records
SMILES,Mcl-1 Bim block,RGS7-Gao,GSH bead fluor,Bim-Bcl-2,Mcl1-Bid inh,Bim-Bfl-1,RGS4-Gao reg,Bim-Bcl-W,RGS8-Gao reg,Bcl-B Bim block,Bcl-XL Bim block
Cc1ccc(NC(=O)C2CCCN(c3ncccn3)C2)cc1F (stereo not drawn),0,101,42,-7,-8,-14,99,0,99,-8,-14
COc1cccc(-n2nnnc2SCC(=O)Nc2ccc3c(c2)OCCO3)c1,-3,97,21,-7,42,-13,88,-1,102,-7,1
CCOc1ccc(Cc2nc(N)nc(N)n2)cc1,-4,101,31,-2,11,-12,101,1,101,-9,-5
Cn1c(SCC(=O)N2CCOCC2)nnc1-c1cccc(NC(=O)c2ccccc2F)c1,11,99,25,11,8,11,100,11,95,8,16
O=C(O)C1CC(=O)N(c2ccc(F)cc2)C1 (stereo not drawn),-8,102,33,-11,8,-15,102,-4,101,-16,-29
Cc1ccc(NC(=O)c2cc3nc(C)cc(C)n3n2)cc1,4,100,9,-7,-22,-7,100,3,100,0,1
COc1ccccc1NS(=O)(=O)c1ccc2c(c1)n(C)c(=O)n2C,-2,105,26,-11,9,-16,102,-3,101,-9,-8
COC(=O)c1ccc(C(=O)OC)c(NC(=O)CN(C)Cc2ccccc2)c1,-4,105,11,-2,-5,-2,103,-2,104,-7,-5
Cc1cccc(NC(=S)NN2CCN(C)CC2)c1,-2,96,23,-3,-33,0,93,0,94,-4,4
COc1ccc(C(C(=O)NC2CCCC2)N(C(=O)c2snc(-c3ccc(F)cc3)c2N)c2cccc(F)c2)cc1 (stereo not drawn),0,93,12,-7,-22,-12,96,-1,97,-7,-4
Cc1c(C(=O)N2CCOCC2)oc2ccc(S(=O)(=O)N3CCCC3)cc12,-6,103,61,3,1,4,101,-6,101,0,-3
COc1ccc(/C=C/C(=O)OCC(=O)N2CC(=O)Nc3ccccc32)cc1S(=O)(=O)N1CCOCC1,2,106,10,5,-12,1,91,0,101,0,0
CN1CCCN(C(=O)c2cc(-c3ccc(Cl)c(Cl)c3Cl)nc3ccccc23)CC1,-1,?,10,-1,-18,-3,98,1,99,-6,-1
Cc1ccc(C(C)C)c(OCC(=O)Nc2ccc(N3CCN(S(C)(=O)=O)CC3)cc2)c1,-3,93,25,-5,-10,-4,97,-6,91,-2,-5
O=C(Cc1c(F)cccc1Cl)Nc1nc2ccccc2s1,1,?,14,-5,-15,-7,85,-3,91,-8,-3
Cc1ccc2c(c1)N(C(=O)CSc1nncn1C)C(C)(C)c1ssc(=S)c1-2,-2,104,34,-7,-20,-6,105,-5,104,-13,-6
COc1cc(C(C)=O)ccc1OCC(O)CN(CCO)Cc1ccccc1 (stereo not drawn),0,102,21,0,-29,-5,98,4,99,-2,0
COc1ccc2nc(NC(=O)CN(c3ccc(C)cc3)S(=O)(=O)c3c(C)nn(C)c3C)sc2c1,1,106,15,-12,-5,-11,103,1,105,-10,-5
COCCNc1nc2nonc2nc1N1CCCC1c1nccs1 (stereo not drawn),16,93,8,0,-3,8,99,1,93,3,1
c1ccc(CSc2nnc(-c3ccco3)c(-c3ccco3)n2)cc1,0,98,32,0,92*,21,98,2,87,-12,0
N#Cc1ccc(NC(=O)COC(=O)C2=COCCO2)cc1,-2,105,21,-2,-2,-2,107,0,102,-1,0
COc1ccc(C(=O)Nn2c(SCC(=O)NCC3CCCO3)nc3ccccc3c2=O)cc1 (stereo not drawn),0,107,36,-3,-9,0,110,-4,106,-2,-4
COc1ccc(OC)c(N/C=C/C(=C(C#N)C#N)N(C)C)c1,0,96,18,-2,-77,-3,98,1,100,0,-5
COc1cc(C)nc(Oc2ccc(/C=N/O)cc2)n1,-1,100,18,0,-6,0,102,-2,103,0,-1
Cc1nnc(SCC(=O)c2cc(C)n(-c3ccc4c(c3)OCO4)c2C)s1,-2,96,34,-9,-33,-15,97,-5,99,-8,-4
CC(=O)N/C(=C\c1cccc([N+](=O)[O-])c1)C(=O)NC(C)C,-1,101,16,-3,-17,-14,101,-4,102,-6,-6
Cc1cccc(NC(=O)Cn2cccc2)c1,-1,98,31,-6,-46,-5,100,0,93,-1,-2
CSc1ccc(-c2cc(=O)c3ccccc3o2)cc1,-2,97,18,0,2,1,87,1,90,-3,0
Nc1nc(N)nc(-c2ccccn2)n1,0,101,19,-1,-37,0,102,0,106,-2,0
CCOc1ccc(S(=O)(=O)Nc2cc(C)ccn2)c2ccccc12,2,103,9,-5,15,-9,104,4,101,-4,2
CCCCNC(=O)Nc1c(C(=O)OC)[nH]c2ccc(C)cc12,0,102,77,-5,-28,-7,102,1,103,-1,0
O=C(N/N=C/c1cccs1)c1ccc(-n2cccc2)cc1,-1,87,28,1,-33,-4,92,2,101,-2,-1

# Screening data (PubChem)
